Screening data from PubChem BioAssay.
STK33 kinase inh = inhibitors of human STK33 kinase | 0.073% of 320,000 active | purified STK33, MBP phosphorylation, ADP-Glo luminescence | inhibition, % at 10 µM | Q9BYT3;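 active means inhibition at or above 25%, using the most active replicate where run in duplicate; inactive means inhibition below 25%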
Target sequence (Q9BYT3 whole entry, looked up): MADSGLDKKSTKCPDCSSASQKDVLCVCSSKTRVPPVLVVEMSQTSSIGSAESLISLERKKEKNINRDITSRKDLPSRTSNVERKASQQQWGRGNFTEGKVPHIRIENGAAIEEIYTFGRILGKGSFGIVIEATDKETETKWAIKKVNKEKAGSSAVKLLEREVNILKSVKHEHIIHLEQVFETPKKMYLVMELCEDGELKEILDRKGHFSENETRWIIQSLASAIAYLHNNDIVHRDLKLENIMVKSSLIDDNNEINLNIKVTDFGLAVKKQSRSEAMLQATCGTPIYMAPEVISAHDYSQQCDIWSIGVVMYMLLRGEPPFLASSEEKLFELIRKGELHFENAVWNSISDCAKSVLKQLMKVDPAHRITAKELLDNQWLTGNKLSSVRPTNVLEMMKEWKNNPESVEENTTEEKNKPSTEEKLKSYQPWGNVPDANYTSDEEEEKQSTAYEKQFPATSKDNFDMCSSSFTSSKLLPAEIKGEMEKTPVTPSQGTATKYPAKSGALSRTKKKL
Kir21 inh = Kir2.1 (mouse) channel inhibition | P35561 | HEK293-Kir2.1, FluxOR thallium flux fluorescence; active compounds read low | B-score at 10 µM | 0.85% of 310,000 active;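 active means fluorescence ratio B-score at or below minus 3 SD of library scores, with starting-brightness B-score within 2 SD, cut at about -4.2 in these data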;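 further: channel flux triggered by added potassium and thallium sulfate stimulus; B-score of peak minus minimum fluorescence over baseline after thallium stimulus; more negative B-score means stronger Kir2.1 block with less thallium influx; some compounds called inactive have numbers as strong as hits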
Target sequence (P35561 whole entry, looked up): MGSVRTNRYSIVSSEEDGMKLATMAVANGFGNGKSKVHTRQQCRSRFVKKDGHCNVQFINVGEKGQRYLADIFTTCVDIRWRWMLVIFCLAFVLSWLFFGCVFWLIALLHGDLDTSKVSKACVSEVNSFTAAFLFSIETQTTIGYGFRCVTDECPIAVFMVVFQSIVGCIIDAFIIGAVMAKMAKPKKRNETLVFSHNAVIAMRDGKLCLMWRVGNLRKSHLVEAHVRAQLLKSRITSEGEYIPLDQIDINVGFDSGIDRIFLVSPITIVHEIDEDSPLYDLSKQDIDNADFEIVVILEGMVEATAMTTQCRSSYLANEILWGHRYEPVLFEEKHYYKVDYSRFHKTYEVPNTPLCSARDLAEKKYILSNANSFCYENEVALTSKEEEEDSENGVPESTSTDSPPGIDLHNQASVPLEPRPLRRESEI
Numbers without * were called inactive; nt = not tested or not shown. Outcome played no part in choosing rows (roughly 0.84% active in at least one column).

molecule	STK33 kinase inh	Kir21 inh
N/C(Cn1cncn1)=N\OC(=O)c1ccc(Cl)cc1	-0.6	0.02
COCCNC(=O)CCCC(=O)NCCOC	-0.1	-0.36
CN1C=C/C(=C\c2cc[n+](C)c3ccccc23)c2ccccc21	nt	0.72
O=C(NC(c1ccccc1)c1ccccc1)c1cccc(S(=O)(=O)NCc2ccccc2)c1	-2.5	0.21
S=c1[nH]c(-c2ccccc2)cn1/N=C/c1ccc(Br)cc1	-0.3	-0.57
COc1ccc(S(=O)(=O)N2CCC(C(=O)N[C@@H](C)C(=O)N3CCCCCC3)CC2)cc1	-2.2	0.07
CCOC(=O)N1CCN(C(=O)C2CCN(c3nnc(-n4cccc4)s3)CC2)CC1	-0.5	-0.85
CCc1nc(N2CCN(C(C)=O)CC2)c(C#N)c2c1COC(C)(C)C2	-0.1	-1.07
Cc1cc(=O)oc2cc(OCC(=O)N3CC(=O)Nc4ccccc43)c(Cl)cc12	-0.8	nt
COC(=O)c1sccc1NC(=O)c1cc(OC)c(OC)c(OC)c1	-0.4	-2.19
CCCc1c(O)nc(SCCN(CC)CC)n(C(=O)c2ccccc2)c1=O	-0.5	0.46
CCOc1ccc(NS(=O)(=O)c2csc(C(N)=O)c2)cc1	0.5	0.83
CCN=C1S/C(=C\c2cn(CC(=O)NCCOC)c3ccccc23)C(=O)N1CC	0.7	2.68
COc1ccccc1/C=N/NC(=O)COCC(=O)N/N=C/c1ccccc1OC	-1.8	0.01
CCOP(=O)(OCC)C(NC(=O)NS(=O)(=O)c1ccc(C)cc1)c1ccccc1 (stereo not given)	-1.9	-0.04

Already shown: an excerpt of the list.
molecule	STK33 kinase inh	Kir21 inh
N/C(Cn1cncn1)=N\OC(=O)c1ccc(Cl)cc1	-0.6	0.02
COCCNC(=O)CCCC(=O)NCCOC	-0.1	-0.36
CN1C=C/C(=C\c2cc[n+](C)c3ccccc23)c2ccccc21	nt	0.72
O=C(NC(c1ccccc1)c1ccccc1)c1cccc(S(=O)(=O)NCc2ccccc2)c1	-2.5	0.21
S=c1[nH]c(-c2ccccc2)cn1/N=C/c1ccc(Br)cc1	-0.3	-0.57

Following part
molecule	STK33 kinase inh	Kir21 inh
CC(=O)NCCOc1nc(N(C)C)nc(N2CCOCC2)n1	0.6	-0.01
O=C(COC(=O)CCC1CCCC1)Nc1ccccc1OC(F)F	0.4	-1.36
CC(=O)/C(=N\Nc1ccc(Cl)cc1)Sc1nnc(-c2ccccc2)n1-c1ccccc1	nt	0.05
CCOc1cc(N2CCOCC2)c(OCC)cc1NC(=O)CN1CCc2ccccc2C1	-0.1	0.73
CCc1ccc2[nH]cc(C(=O)OCCOC)c(=O)c2c1	-2.1	0.75
N#Cc1cnc(SCCc2ccccc2)nc1N	0.6	-1.65
COc1ccc(-c2c(-c3ccc(OCC(=O)NN)cc3O)n[nH]c2C(F)(F)F)cc1	0.3	0.82
O=C1Nc2cc(C(=O)NCCCN3CCOCC3)ccc2S/C1=C/c1ccccc1F	1.3	0.24
COc1cccc(SCC(=O)N2CCN(c3ccccc3)CC2)c1	-1.3	1
CCC(C)(C)C(=O)Nc1ncc(S(=O)(=O)c2ccc([N+](=O)[O-])cc2)s1	-1.9	0.64
Cc1ccc(NC(=O)C2(N(CC(C)C)C(=O)Cn3nnnc3N)CCCCC2)cc1	-0.6	0.36
COc1cc(C2CC(c3c(C)cc(C)[nH]c3=O)=NN2c2ccccc2F)cc(OC)c1OC (stereo not given)	0.4	1.35
CCN(CC)S(=O)(=O)c1ccc(N2CCCC2)c(NC(=O)c2ccc(N3CCCC3=O)cc2)c1	-2.2	-0.23
COCc1c(C(=O)N/N=C/c2c[nH]c3ccccc23)nnn1-c1nonc1N	-0.1	0.04
COC(=O)CCCC(=O)N1CCCC(C(=O)c2ccc(OC)cc2C)C1 (stereo not given)	-0.7	-0.48
CC(=O)Nc1ccccc1NC(=O)c1ccc(C)cc1C	0.4	0.78
COc1ccc(-c2nn(-c3ccccc3)cc2/C=N/NC(=O)c2ccc(Br)o2)cc1	-1.5	0.07
O=C(Cc1cccc2ccccc12)Nc1c(F)cccc1F	0.5	-1.14
CC(=O)Oc1ccc2nc(-c3cccs3)oc(=O)c2c1	-0.3	0.29
O=C(COC(=O)C12CC3CC(CC(O)(C3)C1)C2)Nc1ccc(Cl)c(S(=O)(=O)N2CCOCC2)c1	0.2	nt
Cc1ccc(S(=O)(=O)N2c3ccccc3CC2C)cc1 (stereo not given)	0.3	-2.45
COc1cccc(NC(=O)Nc2nnc(Cc3ccccc3)s2)c1	-3.7	2.06
O=C(Nc1nnc(SCC(=O)N2CCCCC2)s1)c1ccc(F)cc1F	0.0	1.28
Cc1ccc(-c2ccc(=O)n(CC(=O)NCc3ccco3)n2)cc1	-0.4	nt
NC(=O)C1CCN(C(=O)/C=C/c2ccccc2[N+](=O)[O-])CC1	-1.6	0.49
Nc1c(N(C(=O)Nc2ccc(Cl)c(Cl)c2)C2CCCC2)c(=O)[nH]c(=O)n1Cc1ccccc1	-1.6	2.61
CCOC(=O)CSc1cc(C)nc(NC(C)=O)n1	-0.1	-0.68
O=C(O)c1ccc(C=C(c2nc3ccccc3s2)c2nc3ccccc3s2)cc1	-9.6	-1.32
CC1CC(=O)Nc2ccccc2N1C(=O)Nc1ccccc1 (stereo not given)	-2.1	1.63
O=C(Nc1ccccc1C(=O)NC(Cc1ccccc1)C(=O)O)c1ccccc1 (stereo not given)	0.3	0.53
Cc1ccnc(NC(=O)c2cccc(NC(=O)CC3SC(N4CCCCC4)=NC3=O)c2)c1 (stereo not given)	3.7	nt
NC(=O)CC(NC(=O)Cc1cccc2ccccc12)c1ccc(NCc2ccc(F)c(F)c2)c([N+](=O)[O-])c1 (stereo not given)	-0.6	-0.53
Cn1cc(P(=S)(N2CCOCC2)N2CCOCC2)cc1P(=O)(N1CCOCC1)N1CCOCC1	-2.8	0.88
COc1ccc(-n2c(=O)c3c4c(sc3n3cnnc23)CC(C)CC4)cc1 (stereo not given)	-1.5	-0.46
O=C(NC(=S)Nc1nc2ccc(F)cc2s1)c1ccco1	-0.4	0.15
Cc1onc(-c2ccccc2Cl)c1C(=O)Nc1cccc2cccnc12	-0.2	-1.34
CCN(C(=S)Nc1ccc(OC(F)F)cc1)C1CCCCC1	-0.6	0
CC(=O)c1ccc(OCC(O)CN2CCN(c3ccc(F)cc3)CC2)cc1 (stereo not given)	-1.8	-0.44
O=c1oc2ccccc2c(NCc2cccc(F)c2)c1[N+](=O)[O-]	-1.0	0.07
O=C(OCC(=O)N1CCCCC1)c1cc(=O)[nH]c2ccccc12	-0.5	nt
N#Cc1c(-c2ccccc2Cl)cc(-c2ccccc2)[nH]c1=S	0.6	-1.09
COc1cccc(C2=NOC(C(=O)Nc3cccnc3Cl)C2)c1OC (stereo not given)	-0.4	0.07
O=c1[nH]c(C2CCCN(S(=O)(=O)c3cccc(Cl)c3)C2)nc2c1nnn2Cc1ccc2c(c1)OCCO2 (stereo not given)	-1.5	-0.37
COc1cc(Cl)c(C)cc1NCC(=O)Nc1cccc(S(=O)(=O)N2CCCC2)c1	1.4	nt
O=C(CNS(=O)(=O)c1ccc(Br)s1)NCCc1ccc(Cl)cc1	-1.2	-0.51
NC(=O)c1ccsc1NC(=O)CSc1nnc(C2CC2)n1Cc1ccccc1	0.0	0.96
CCCCNC(=O)N(O)C1N(/N=C/c2ccccc2F)C(=S)SC1(C)C (stereo not given)	0.4	0.01
CCCS(=O)(=O)c1c(S(=O)(=O)CCC)c2ccc(C(N)=O)cn2c1C(=O)c1ccccc1	-0.8	0.07
COc1ccc(-c2nn(-c3ccccc3)cc2C(=O)NCC2CCCO2)cc1 (stereo not given)	-0.2	-1.18
CCOC(=O)/C(=C/C1=CC(=C/N(C)C)/C(=O)O1)C(C)=O	-1.2	-9.48
CCC(C)NC(=O)c1ccc(CSCc2ccccc2Cl)o1 (stereo not given)	0.5	0.02
Cn1nnnc1Sc1ncnc2scc(Br)c12	-1.8	nt
CCN(CC(=O)Nc1c(F)cccc1F)C(=O)C1(c2ccccc2)CC1	-3.7	0.27
CC1CN(S(=O)(=O)c2cccc(C(=O)OCC(=O)NCc3ccccc3)c2)CC(C)O1 (stereo not given)	0.9	nt
O=C(CNC(=O)c1ccccc1)N/N=C/c1ccc([N+](=O)[O-])s1	-0.5	-0.09
Cc1cc(=O)oc2cc(OC(=O)C3CCN(C(=O)c4ccc(F)cc4)CC3)ccc12	nt	0.73
Cc1ccc(-c2csc(N3CCN(c4cc5c(cc4Cl)nc(-c4ccncc4)n5CCOCCO)CC3)n2)cc1	-1.4	-0.88
O=C(NN=C1CCCCCCC1)c1ccc2ccccc2n1	6.4	-0.08
COc1ccc(S(=O)(=O)Cc2ccc(C(=O)NCCCN(C)c3ccccc3)o2)cc1	0.4	-0.64
CN(C)c1nc(NCc2ccccc2)nc(N/N=C/c2ccc(Cl)cc2Cl)n1	-2.0	0.01

Additional structures follow:
molecule	STK33 kinase inh	Kir21 inh
Cc1c(C(=O)O)oc2ccc3c(c12)C(O)CC(C)(C)O3 (stereo not given)	-1.7	1.19
COc1ccc(/C(N)=N/OC(=O)c2cccc([N+](=O)[O-])c2C)cc1OC	-2.2	-0.57
COc1ccc(-n2c(=S)[nH]c3cc(C(=O)NCCCN4CCOCC4)ccc3c2=O)c(OC)c1	-0.9	0.41
CCOC(=O)c1ccc(-n2[nH]c(-c3ccccc3)cc2=O)cc1	-0.8	2.41
Cc1ccc(CN2CC34C=CC(O3)C(C(=O)NCc3ccco3)C4C2=O)cc1 (stereo not given)	-0.5	1.64
CC(=O)c1ccc(N2CCN(C(=S)Nc3ccccc3C(F)(F)F)CC2)cc1	nt	0.8
O=C(COC(=O)C1CC2C=CC1C2)Nc1ccccc1[N+](=O)[O-] (stereo not given)	-0.9	nt
CCn1c(SCc2cccnc2)nc2c1c(=O)n(C)c(=O)n2C	-0.4	-0.89
NNC(=O)c1sc2cc(C(F)(F)F)cnc2c1-c1ccccn1	-1.0	-0.95
CCOC(=O)c1sc(SCC(=O)Nc2ccc(N(C)C)cc2)nc1N	1.3	-1.5
O=C(COC(=O)c1ccc[nH]c1=O)NC1CCCCCCC1	-1.1	-0.71
O=C(NCCc1c[nH]c2ccccc12)c1ccc2[nH]c(=O)c(=O)[nH]c2c1	0.2	0.41
CCc1ccc(/C(C)=N/NC(=O)C(O)c2ccccc2)s1 (stereo not given)	-1.4	2.46
COc1ccc2cc(C3C(C#N)=C(N)OC(C)=C3C(C)=O)c(Cl)nc2c1 (stereo not given)	-0.4	-0.42
CC12CCC(=O)N1C(C(=O)Nc1nnc(SCc3ccc(F)cc3)s1)CS2 (stereo not given)	-2.3	0.73
Cc1cc(OC(=O)c2cc([N+](=O)[O-])ccc2Cl)c([N+](=O)[O-])c(=O)[nH]1	0.3	-0.11
CSCCC(NS(=O)(=O)c1ccccc1F)C(=O)NCCCn1nc(C)cc1C (stereo not given)	-1.6	-0.15
COc1cc(CCC(=O)Nc2ccc(Cl)c(C(F)(F)F)c2)cc(OC)c1OC	-1.7	-0.63
COc1ccc(CCNC2=NCCS2)cc1OC	0.7	1.56
O=C(Cn1nnc(-c2ccc(NC(=O)c3ccccc3F)cc2)n1)NCc1ccc(F)cc1	0.6	0.31
Cc1cc(=O)oc(C)c1C(=O)NCC1CCCO1 (stereo not given)	1.6	0.65
O=C(Nn1cc(C(=O)Nc2ccccc2F)c2ccccc2c1=O)c1cnccn1	-1.7	-2.08
CCOc1cc(NC(=S)NCCCN2CCOCC2)c(OCC)cc1NC(=O)c1cccs1	-0.2	-2.48
CCCCCCn1c(C(C)NC(=O)c2ccco2)nc2ccccc21 (stereo not given)	-1.1	-9.02*
Cc1cccnc1NC(=O)C1CCN(S(=O)(=O)c2ccc3c(c2)CCC(=O)N3)CC1	-0.3	0.72
COC(=O)c1cc(S(=O)(=O)N2CCC(C)CC2)ccc1F	-2.4	0.28
Cc1cc(NC(=O)c2cccc(S(=O)(=O)N3CCCCCC3)c2)no1	-0.6	0.37
CC(C)N=C(NS(=O)(=O)NC(=O)c1ccccc1)c1ccccc1	-2.3	1.25
CC(=O)Nc1ccc(/C=N/NS(=O)(=O)c2cc(C)ccc2C)cc1	0.4	1.34
Cc1ccc(Oc2coc3cc(OC(=O)c4cccs4)ccc3c2=O)cc1	-1.5	-0.77
COc1ccc(CNC(=S)NC(C)CCc2ccccc2)cc1 (stereo not given)	-1.8	-3.59
O=C(CSc1nnc(-c2ccc(Cl)cc2)o1)NNC(=O)c1ccncc1	-1.5	-0.79
CCn1c(=O)n(CC)c2cc(S(=O)(=O)N3CCOCC3)ccc21	-0.8	-0.63
CC1CN(S(=O)(=O)c2cccc(C(=O)N=c3sccn3C)c2)CC(C)O1 (stereo not given)	-0.5	-0.51
COc1ccccc1C(=O)NC(=O)CSc1nc(C)cs1	-2.1	1.11
COc1cccc(/C=N/n2cnc3c(cnn3-c3ccccc3)c2=O)c1	-0.4	0
CC(=O)C1=C(O)C(=O)N(Cc2cccnc2)C1c1ccc(Cl)cc1Cl (stereo not given)	0.5	2.2
